# Tat export inh – E. coli Tat transport inhibition; E. coli MC4100 TorA-mCherry Tat export, fluorescence; inhibition, % at 10 µM; 340,000 compounds, 0.036% hits;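 active = mean replicate inhibition at least 50% and at least half of replicates individually reaching 50%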;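 note: exported cargo escapes ClpAP degradation while cytoplasmic cargo is degraded and loses fluorescence; 0% = median of neutral control wells and 100% = median of NaSCN control wells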
# DAGLB inhibitor – blocks human DAGLB lipase activity. Q8NCG7. inhibition, % at 5.17 µM. AID 504411. HEK293T DAGLB membrane lysate, EnzChek fluorogenic substrate. 340,000 compounds, 0.059% hits; in the data active = inhibition above about 34%;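 note: 0% = enzyme with vehicle and 100% = wells lacking enzyme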
# Target sequence (Q8NCG7 whole entry, looked up): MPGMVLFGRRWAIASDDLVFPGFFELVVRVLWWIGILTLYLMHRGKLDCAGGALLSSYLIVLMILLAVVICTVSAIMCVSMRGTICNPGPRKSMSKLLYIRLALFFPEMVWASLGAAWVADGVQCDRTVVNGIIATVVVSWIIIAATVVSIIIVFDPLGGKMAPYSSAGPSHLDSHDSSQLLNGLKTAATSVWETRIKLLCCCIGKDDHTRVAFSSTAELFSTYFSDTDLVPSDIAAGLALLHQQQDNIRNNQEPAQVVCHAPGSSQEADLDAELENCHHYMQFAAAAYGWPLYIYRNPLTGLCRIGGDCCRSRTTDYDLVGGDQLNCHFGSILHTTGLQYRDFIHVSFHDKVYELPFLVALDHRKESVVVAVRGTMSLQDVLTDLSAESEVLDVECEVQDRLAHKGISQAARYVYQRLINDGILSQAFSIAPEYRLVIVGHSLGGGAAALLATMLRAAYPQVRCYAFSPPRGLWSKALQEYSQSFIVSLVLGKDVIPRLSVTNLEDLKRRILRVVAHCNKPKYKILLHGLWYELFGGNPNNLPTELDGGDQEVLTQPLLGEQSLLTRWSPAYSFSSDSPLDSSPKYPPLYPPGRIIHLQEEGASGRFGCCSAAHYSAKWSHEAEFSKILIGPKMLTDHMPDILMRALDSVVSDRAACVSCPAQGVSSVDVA
# HTR5A ag ctr – activates human HTR5A in OPRM1-OPRD1 agonist counter-screen | P47898 | HTR5A agonist assay, luminescence, cell-based | activation, % at 9.3 µM | 340,000 compounds, 0.61% hits; in the data active = activation mostly above about 9.5%, no sharp cut-off; inactive = mostly below about 7.6%;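 note: 0% = cells with vehicle only and 100% = reference agonist; strong numbers were not always called active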
# Target sequence (P47898 whole entry, looked up): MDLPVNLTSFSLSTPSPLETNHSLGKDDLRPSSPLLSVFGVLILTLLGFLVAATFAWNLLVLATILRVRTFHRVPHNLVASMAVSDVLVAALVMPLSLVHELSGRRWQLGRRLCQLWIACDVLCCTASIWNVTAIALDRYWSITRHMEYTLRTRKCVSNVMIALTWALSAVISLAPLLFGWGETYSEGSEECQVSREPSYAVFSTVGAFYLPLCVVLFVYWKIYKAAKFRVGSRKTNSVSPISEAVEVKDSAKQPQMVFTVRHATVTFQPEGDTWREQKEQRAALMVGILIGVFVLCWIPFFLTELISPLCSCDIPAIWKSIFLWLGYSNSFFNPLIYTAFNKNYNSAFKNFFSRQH
# CDK5 p35 inh – inhibitors of human CDK5/p35 kinase; Recombinant CDK5/p35, ADP-Glo luminescence, 60 min; inhibition, % at 10 µM; 330,000 compounds, 0.01% hits; AID 488839;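 active = highest replicate inhibition of at least 50% and at least 75% of replicates reaching 50%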;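 note: plate controls were DMSO neutral control for no effect and GW8510 at 10 µM for full effect; many of its hits are not listed in these tables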
# E coli growth – counter-screen for AddAB inhibitors: E. coli growth inhibition; E. coli V3065 growth, OD600 absorbance, 18 h; inhibition, % at 11.9 µM; 330,000 compounds, 0.27% hits; AID 449728;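 active = inhibition above the campaign's mean inhibition across all tested compounds plus 3 SD, cut at about 9.9% in these data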;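 note: uninfected addAB+ strain grown without phage in ampicillin broth; 0% = DMSO wells and 100% = ciprofloxacin 0.95 µg/ml wells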
# PKA-R2B act – activators of human PKA-R2B complex; 340,000 compounds, 0.079% hits; PKA-R2B holoenzyme dissociation, Cy5-IP20 fluorescence polarization; R2B truncated from residue 108, S112A mutant; 0% DMSO only, 100% 113 µM cGMP; P22694+P31323; activation, % at 11.4 µM;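 active = activation above a cutoff set at the mean over all compounds plus 3 SD, cut at about 18% in these data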;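 note: higher means more holoenzyme dissociation and a rise in polarization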
# HTR5A inv ag – inverse agonist of human HTR5A in OPRM1-OPRD1 counter-screen. HTR5A cell line, luminescence, inverse agonism. inhibition, % at 9.3 µM. 340,000 compounds, 0.083% hits; in the data active = inhibition mostly above about 23%, no sharp cut-off; inactive = mostly below about 18%;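 note: 0% = cells with DMSO and 100% = no-cell wells with DMSO; some compounds called inactive have numbers as strong as hits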
# phage Ecoli inh – E. coli growth loss with phage present; growth absorbance; inhibition, % at 11.9 µM; 360,000 compounds, 0.26% hits; AID 651602; in the data active = inhibition above about 11%
# AddAB inh – less growth of phage-infected E. coli with AddAB. inhibition, % at 11.9 µM. AID 435030. E. coli expressing H. pylori AddAB, absorbance growth. 330,000 compounds, 0.29% hits; in the data active = inhibition above about 12%;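 note: 0% = vehicle wells of infected cells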
# PKA-R1A activ – PKA-R1A complex activation; P00514+P68181; activation, % at 11.4 µM; 340,000 compounds, 0.083% hits; PKA-R1A dissociation, Cy5-IP20 fluorescence polarization; scaled: DMSO 0%, 113 µM cGMP 100%;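 active = percent activation above the mean of all tested compounds plus 3 SD, cut at about 19% in these data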;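 note: higher means more PKAc released from R1A so a rise in polarization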
# Mot1-301 SUMO – blocks SUMOylation pathway, rescuing yeast Mot1-301 growth. S. cerevisiae Mot1-301 growth rescue, ATP luminescence, 38.5C; percent above DMSO median, 100 means doubled. growth rescue, % at 18.8 µM. 320,000 compounds, 1% hits. AID 2716;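 active = every valid replicate shows activation above 250% relative to neutral control wells; inactive = the rest, any valid replicate at or below 250%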;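 note: OY570 slx delta 5 strain wells were the positive control but not used for scaling; some compounds called inactive have numbers as strong as hits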
# Numbers without * were called inactive; . = no result given.
SMILES,Tat export inh,DAGLB inhibitor,HTR5A ag ctr,CDK5 p35 inh,E coli growth,PKA-R2B act,HTR5A inv ag,phage Ecoli inh,AddAB inh,PKA-R1A activ,Mot1-301 SUMO
Cc1cc(Nc2ccccc2)n(C(=O)c2ccc(Cl)cc2)n1,4,-11,7,0.1,0.6,-1,-19,0.1,2.3,-7,288
COc1ccc(C(=O)N2CCN(Cc3cc(OC)ccc3OC)CC2)cc1,-3,-3,2,-0.2,0.6,1,-6,0.9,2.4,-12,32
CCOC(=O)[C@@H]1[C@H]2COc3cc(OC)ccc3[C@@H]2N2C(=O)N(c3ccc(Cl)cc3)C(=O)[C@@]12C,6,-4,0,-1.1,3.1,-7,10,4.9,4.1,-8,2
CCCc1cc(=O)oc2cc(C)cc(OC(C)C(=O)NCC(O)c3ccccc3)c12 (stereo unspecified),2,3,6,0.2,0.1,-2,21,0.6,-1.6,4,-5
CC1=C(C(=O)c2ccccc2)C(c2cn(-c3ccccc3)nc2-c2ccc(Cl)cc2)NC(=S)N1 (stereo unspecified),7,1,5,0.3,-0.2,-5,-5,-0.7,-1.6,-2,-11
COc1ccc(C(=O)Nc2cc3c(cc2C#N)OCO3)cc1S(=O)(=O)NCc1ccco1,1,-2,0,0.0,-2.5,-9,-3,0.9,2.7,-6,14
COc1ccc(C2CN=NC23CCCc2ccccc2C3=O)cc1 (stereo unspecified),3,-11,5,0.8,-1.0,-2,-11,2.0,0.8,6,-7
O=C(NCc1cccs1)c1cc2ccccc2o1,2,1,5,1.1,1.9,2,-15,5.1,5.3,-1,-7
O=C(COC(=O)CNC(=O)c1ccccc1F)Nc1ncc(Cl)cc1Cl,2,-5,1,-2.7,1.2,-1,3,-2.1,3.2,9,-3
COc1ccc(C2c3ccc4ccccc4c3Oc3ncn(CCCO)c(=N)c32)cc1OC (stereo unspecified),13,2,-1,1.9,-1.8,3,2,-1.4,5.4,-4,15
CC(=O)N=C1C=CC(=CN(O)C(C)(C)Cc2ccccc2)C=C1,-7,-1,13,-0.6,2.1,-9,-37,-0.4,5.0,6,5
COC(=O)[C@@H](Cc1ccccc1)NC(=O)NCCc1c[nH]c2ccccc12,-8,-1,0,-0.6,-0.9,2,-1,-1.4,0.2,-4,6
CCCn1c(CCc2ccccc2)nnc1SCC(=O)N1CCCC1,1,0,-1,-1.2,0.3,-11,1,2.2,2.3,7,-3
COC(=O)C1CCN(C(=O)/C=C/c2ccc(OC)cc2)CC1,-9,0,3,0.8,-0.6,5,-29,0.8,-0.8,0,-11
CCOc1cccc(/C=N/N2CCN(c3ccc(Cl)cc3)CC2)c1O,-1,-7,9,-0.9,0.5,-1,-36,4.8,1.4,1,-16
CCOC(=O)c1ccc(-c2nnc(-c3ccc(Cl)cc3Cl)o2)cc1,3,-2,6,1.1,1.8,-14,8,2.2,3.3,-10,-12
COc1ccc(CNCCCSc2ncccn2)c(OC)c1,3,1,0,0.4,-3.2,4,-10,3.3,-1.5,-4,4
CC(C)Oc1ccc(C(=O)N2CCN(C(=O)c3ccco3)CC2)cc1,5,3,-1,-0.2,1.9,-3,4,2.1,3.0,2,18
Cc1nc2nc(C)c(NS(=O)(=O)c3ccc(CC(C)C)cc3)c(=O)n2[nH]1,4,0,-3,-0.2,-0.4,-10,7,1.2,5.9,-7,2
O=S(=O)(Nn1cnnc1)c1ccc2ccccc2c1,-2,-1,1,0.6,-0.9,-9,-4,2.0,0.2,-2,0
Cc1ccc(-c2nc(Cl)nc3ccccc23)cc1,4,-3,2,-0.9,-0.3,-11,-5,3.6,0.2,2,33
CCOC(=O)N1CCC(N2C(=O)c3ccc(C(=O)Nc4ccc(OC)c(OC)c4)cc3C2=O)CC1,0,5,4,-1.1,0.8,-9,-18,1.4,1.0,-17,-11
CN(Cc1cc([N+](=O)[O-])ccc1Cl)C(=O)C[n+]1ccccc1,8,-3,5,-0.7,1.5,-5,-19,-0.6,1.4,0,-11
CN(Cc1cnccn1)C(=O)c1cc(COc2cccc(C(F)(F)F)c2)on1,1,0,1,0.7,.,-5,5,3.1,.,-8,.
COc1cccc(NC(=O)CNS(=O)(=O)c2ccc3nc(C)sc3c2)c1,2,-2,4,-2.3,0.8,-1,-9,1.6,1.9,-3,.
Cc1noc(/C=C/N(C)C)c1S(=O)(=O)N(C)CC(=O)NC1CCCCC1,2,2,-3,-0.5,-2.2,4,2,-0.2,4.5,7,-5
CCOc1ccc(C(=O)Nc2nnn(CC)n2)cc1,-3,-2,3,.,-0.4,-1,-4,2.8,-1.7,1,-8
COC(=O)c1ccc(/C=N/Nc2nc(-c3ccccc3)cs2)cc1,-10,-1,0,1.4,-1.3,5,-1,3.2,-1.5,0,0
CC(c1ccccc1)N1CCc2[nH]c(=S)[nH]c(=O)c2C1 (stereo unspecified),3,0,-1,0.1,0.0,2,2,0.5,3.4,5,-1
COC(=O)c1ccc(COc2ccc(/C=N/N3CCN(C)CC3)cc2)cc1,-4,-1,-1,-3.0,-1.9,-1,2,2.7,1.4,0,9
CCOC(=O)C1=C(C)NC(=O)CC1c1cc2c(cc1[N+](=O)[O-])OCO2 (stereo unspecified),-3,2,4,1.8,1.6,7,-10,1.8,-0.4,-3,937*
COc1ccc(C)cc1NC(=O)c1ccc(CN2CCN(c3ccccc3)CC2)cc1,-8,-15,6,0.5,-1.6,-2,-12,4.2,1.6,-1,24
CC(C)(C)N(Cc1ccccc1)C(=O)COC(=O)CN1C(=O)C2CC=CCC2C1=O (stereo unspecified),2,1,7,1.0,2.3,4,4,-0.7,3.2,12,-26
CCOC(=O)COc1nc(Nc2ccccc2C)nc(N(C)C)n1,2,-1,-2,0.6,-0.4,2,-7,2.7,0.1,-7,.
O=S(=O)(c1cccs1)N1CCN(CCOc2ccccc2)CC1,-3,-3,6,-0.1,.,10,-5,1.6,.,5,.
CC(NC(=O)CN1C(=O)NC2(CCCCCCC2)C1=O)c1ccccc1 (stereo unspecified),5,0,4,-0.9,4.1,-14,-10,1.1,6.5,1,-14
COc1ccc(C(=O)C[n+]2ccc3c(c2)nc(-c2cc(OC)c(OC)cc2OC)n3C)cc1,2,3,-4,0.5,-2.1,1,-6,0.6,0.0,17,-18
O=C(NCCN1CCCCC1)Nc1ccccc1,-6,1,0,0.5,-0.3,-5,3,3.7,1.6,-6,5
Cc1ccc(F)c(NC(=O)c2ccc(Cn3cc(Cl)cn3)cc2)c1,-5,-4,5,0.6,0.1,-6,6,5.4,1.3,8,20
CC12CCC(C/C1=N/OC(=O)c1cccc([N+](=O)[O-])c1)C2(C)C (stereo unspecified),0,-6,-1,-1.6,0.2,-4,3,2.3,1.3,-9,168
COc1ccc(NS(=O)(=O)c2ccc(NS(=O)(=O)c3ccc(C)cc3)cc2)nn1,-1,-1,2,-3.2,-0.3,-5,-5,2.5,2.4,-10,-5
CC1=CC(C)(C)Nc2ccc(OC(=O)CN3C(=O)C4CCCCC4C3=O)cc21 (stereo unspecified),-1,1,0,0.4,-2.1,0,19,0.8,0.2,0,-11
COc1ccccc1NC(=O)c1cc2cc(Br)ccc2oc1=N,0,1,1,1.8,.,-2,-3,1.0,.,-10,280
CCN(CC)S(=O)(=O)c1cccc(NC(=O)c2cc(=O)[nH]c3ccccc23)c1,-6,-5,2,1.6,-1.6,-9,4,1.3,-1.9,-6,13
CCCCc1ccc(NC(=O)N[C@@H](CC(C)C)C(=O)O)cc1,-6,3,3,-0.1,0.1,-5,-10,1.8,2.0,-15,-12
Cc1ccc(C)c(S(=O)(=O)N=Nc2c(O)[nH]c3ccccc23)c1,-6,2,-8,-0.7,-2.6,-2,23,3.8,3.6,5,3
COc1ccc(N2CCN(C(=O)Cc3coc4cc(C)ccc34)CC2)cc1,-2,-2,5,-1.9,0.5,-6,2,2.3,1.1,2,342
CCn1c(SCC(=O)Nc2ccc(F)cc2F)nc2c(c1=O)SCC2,3,-1,-2,0.0,-0.5,-5,6,-1.2,5.2,0,-12
O=C(N/C(=C/c1cccs1)C(=O)N1CCOCC1)c1cccs1,-4,2,-1,0.1,-0.2,0,2,1.7,2.5,-11,9
O=C(c1cc(COc2ccc(F)cc2Cl)on1)N1CC2C[C@@H]3CC1C[C@H](C2)C3,-3,-3,2,.,1.1,-5,-8,1.3,4.6,-14,47

# The list continues.
SMILES,Tat export inh,DAGLB inhibitor,HTR5A ag ctr,CDK5 p35 inh,E coli growth,PKA-R2B act,HTR5A inv ag,phage Ecoli inh,AddAB inh,PKA-R1A activ,Mot1-301 SUMO
CC1=CC(C)(C)N(C(=O)C(C)N2C(=O)c3ccccc3C2=O)c2ccc(C)cc21 (stereo unspecified),3,-4,-1,1.0,2.9,-7,3,2.3,3.8,8,21
O=C(N/N=C/c1ccc([N+](=O)[O-])s1)c1ccccc1Br,-4,4,0,-2.3,2.2,-4,5,-0.3,3.7,-1,-25
COCCn1c(SCC(=O)c2ccccc2)nc2c(c1=O)SCC2,1,1,1,0.1,-1.4,-7,-44,1.9,-0.8,4,.
CSc1nc2[nH]c(=O)n(O)c(=O)c2n1Cc1ccccc1,0,22,-2,-1.6,.,-3,10,4.7,.,1,.
CSc1ccccc1OCc1cc(C(=O)NCCc2ccco2)no1,-5,1,5,-0.8,0.2,-10,-16,-1.5,1.6,-5,-4
O=C(Cc1cccc(NC(=O)C2CCCN(C(=O)C3CCCCC3)C2)c1)Nc1cccc(C(=O)N2CCOCC2)c1 (stereo unspecified),-6,-3,-1,-0.5,.,8,4,3.0,.,2,.
CC1CCCC(C)N1C(=O)CSc1nnc(-c2cccs2)o1 (stereo unspecified),-2,-1,7,-1.3,-0.9,-12,-19,3.9,1.8,6,3
Cc1ccccc1N(CC(=O)N/N=C/c1cc(C)n(-c2ccccc2C)c1C)S(C)(=O)=O,-5,-1,2,1.3,-1.0,9,15,4.9,3.7,-6,-14
CCCN1CCc2c(sc(NC(=O)c3ccc(S(=O)(=O)N4CCN(C(=O)OCC)CC4)cc3)c2C(N)=O)C1,-9,-32,3,0.1,-0.7,-4,7,1.6,2.1,1,-30
COc1ccccc1-c1cccc([C@@H]2C[C@H]3[C@H](CON3C)CN2Cc2cc(Cl)cc(Cl)c2)c1,1,-5,-2,0.5,.,-4,8,2.2,.,-12,.
COc1ccc(/C=C/C(=O)OCC(=O)Nc2ccc(N3CCOCC3)cc2)cc1OC,-1,1,-2,0.6,-0.8,-5,4,0.1,-0.6,9,9
O=[N+]([O-])c1ccc2c(c1Nc1ccccc1)=NC1(CCCCC1)N=2,2,10,2,1.8,0.9,2,-10,-0.3,-2.4,-11,-10
O=C(COc1ccc(F)cc1Cl)Nc1ccccc1C(=O)N1CCCCC1,6,-4,-2,1.4,2.0,-8,-4,-0.5,1.9,-3,301
CCC(=O)N/N=C(\C)CC(=O)Nc1ccc2ccccc2c1,0,-2,1,1.5,-1.3,-16,14,2.9,2.1,-7,-16

# Screening results from PubChem BioAssay.
